DRD3 antagonist: antagonists of human D3 dopamine receptor; P35462; D3R cells, DiscoveRx beta-arrestin luminescence, antagonist mode; active compounds read low; max response, negative = inhibition, %; hit rate 2.5% among 360,000; AID 652054; in the data active = max response below about -50%; inconclusive = no clear call, values can overlap the other calls; also: % is scaled to controls: 0 for no effect and ±100 for the full control effect; mostly tested at two doses, the higher about 12 µM
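Cells plated overnight at 1500 cells/well, then exposed to library compounds with dopamine controls for 90 minutes at 37 degrees C. DiscoveRx reagent added for 30–60 minutes at room temperature; luminescence read, quantitative HTS format.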
GLP-1R inv ag: inverse agonists of human GLP-1 receptor; AID 624417; HEK293 GLP-1R CRE-luciferase, luminescence, 24 h; GLP-1R form is constitutively active; hit rate 1.6% among 410,000; P43220; Potency, µM (series often up to 38.3 µM), without a hit: at the highest dose activity change, negative = inhibition, usual class: inhibitors; also: potency is read from the fitted curve at half-maximal effect; % is scaled to controls: 0 for no effect and ±100 for the full control effect; nearly all actives have a fitted effect of over 55% in size
Target sequence (P43220 whole entry, looked up): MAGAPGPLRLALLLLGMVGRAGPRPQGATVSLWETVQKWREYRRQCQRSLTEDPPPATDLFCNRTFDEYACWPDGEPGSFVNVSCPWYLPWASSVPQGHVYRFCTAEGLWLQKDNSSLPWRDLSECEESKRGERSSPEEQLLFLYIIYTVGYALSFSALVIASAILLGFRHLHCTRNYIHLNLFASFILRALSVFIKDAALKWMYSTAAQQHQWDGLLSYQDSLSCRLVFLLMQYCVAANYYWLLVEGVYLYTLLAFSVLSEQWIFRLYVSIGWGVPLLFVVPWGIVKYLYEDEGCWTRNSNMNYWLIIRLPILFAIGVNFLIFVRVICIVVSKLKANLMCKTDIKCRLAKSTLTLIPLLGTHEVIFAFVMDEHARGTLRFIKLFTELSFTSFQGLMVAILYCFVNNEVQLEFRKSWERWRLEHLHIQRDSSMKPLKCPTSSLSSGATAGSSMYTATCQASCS
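Assay principle: reduced luminescence from a cAMP-responsive reporter in HEK293 cells co-expressing a constitutively active GLP-1R. Conditions: 24 hr compound incubation, 37 deg C, 5% CO2.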
Abeta rescue: restores growth of yeast expressing A-beta42 peptide; yeast expressing A-beta42, growth rescue, OD600, 48 h; response scale: 0% DMSO, 100% iron-clioquinol control; Potency, µM (titrated, usually from 46.1 µM), for the others: top-dose growth rescue, hits mostly activators; hit rate 0.063% among 410,000; AID 1347071; also: potency is read from the fitted curve at half-maximal effect; nearly all actives have a fitted effect of over 55% in size
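Yeast growth medium received pinned compounds, then yeast cells expressing toxic A-beta were added; plates incubated at 30 C for 48 hr. Growth read as absorbance at 600 nm, normalized to DMSO and equimolar FeCl3 plus clioquinol controls.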
PTHR1 agonist: PTHR1 (human) receptor agonism; HEK293 GP2 PTHR1 cells, GloSensor cAMP luminescence, 1 h; hit rate 0.075% among 410,000; Potency, µM (highest dose often 115 µM), inactives show at the top dose activation, usual class: activators; AID 743266; Q03431; also: potency is read from the fitted curve at half-maximal effect; nearly all actives have a fitted effect of over 55% in size; some results filed as inactive show a strong effect at the top dose; inactives centre near -15; many of its hits are not listed in these tables
Target sequence (Q03431 whole entry, looked up): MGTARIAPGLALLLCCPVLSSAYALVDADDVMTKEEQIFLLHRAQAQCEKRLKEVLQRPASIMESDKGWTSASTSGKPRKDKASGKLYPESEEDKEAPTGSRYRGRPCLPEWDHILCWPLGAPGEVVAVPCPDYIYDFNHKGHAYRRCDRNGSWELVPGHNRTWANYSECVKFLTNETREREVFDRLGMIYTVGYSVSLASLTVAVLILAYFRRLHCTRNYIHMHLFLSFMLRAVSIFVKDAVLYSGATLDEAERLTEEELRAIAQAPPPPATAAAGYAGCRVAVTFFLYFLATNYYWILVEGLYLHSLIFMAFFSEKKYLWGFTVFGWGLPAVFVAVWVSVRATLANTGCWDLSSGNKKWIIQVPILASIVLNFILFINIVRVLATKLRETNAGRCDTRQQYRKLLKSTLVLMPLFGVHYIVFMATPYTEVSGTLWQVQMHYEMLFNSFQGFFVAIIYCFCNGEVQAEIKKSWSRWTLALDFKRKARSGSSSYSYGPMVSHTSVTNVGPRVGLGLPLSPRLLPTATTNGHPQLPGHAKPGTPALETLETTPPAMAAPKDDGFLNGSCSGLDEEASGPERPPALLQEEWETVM
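HEK-293-derived GP2 cells expressing PTHR1 and a GloSensor cAMP reporter, 3,000/well, plated overnight, given luciferin plus IBMX (each 0.5 mM as added) for 1 h at 37 °C, then compound for 1 h at 37 °C. Luminescence was read after 15 min at room temperature.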
aSyn rescue: alpha-synuclein toxicity inhibition in yeast. Yeast expressing alpha-synuclein, growth rescue, BacTiter-Glo, 24 h. Potency, µM (top dose mostly 46.1 µM), for the others: at the top dose growth rescue (activation), most hits filed as activators. hit rate 0.14% among 370,000; also: potency is read from the fitted curve at half-maximal effect; % of control where 0% means no effect; nearly all actives have a fitted effect of over 65% in size
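Readout is rescue of growth in alpha-synuclein-expressing yeast, so inhibitors of toxicity appear as activators. Growth after 24 hr at 30 deg C in galactose medium is quantified by luminescence.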
FUS yeast rescue: suppressors of FUS proteinopathy in yeast; S. cerevisiae FUS-expressing, growth rescue, OD600, 24 h; Potency, µM (top dose mostly 76.6 µM), for inactives: top-dose growth rescue (activation), usual class: activators; hit rate 0.24% among 390,000; AID 1347120;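 also: potency is read from the fitted curve at half-maximal effect; plate controls were DMSO vehicle for no effect and reference control for full effect; nearly all actives have a fitted effect of over 55% in size; some results filed as inactive show a strong effect at the top dose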
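Yeast expressing FUS under galactose induction, OD 0.005 in 2% galactose medium; compounds in a dilution series, 24 h at 30C. Growth rescue by absorbance at 600 nm; CP55940 positive control, DMSO negative.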
Akt phos inh: Akt phosphorylation inhibition. Neuro2A IGF-stimulated pAkt S473 HTRF, 20 min; active compounds read low. activity change, % for hits at 50 µM. hit rate 0.32% among 360,000. AID 651550; in the data active = activity change below about -80%; inconclusive = mostly about -51% to -80%; also: % is scaled to controls: 0 for no effect and ±100 for the full control effect
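Neuro2A cells (4,500/well, DMEM with 0.5% FBS) were treated with compound at a single 50 µM final concentration, stimulated with 6 nM IGF for 20 min at 37 °C, and lysed. Phospho-Akt Ser473 was read by HTRF as 665/615 ratio ×10^4.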
GLP1R ag: agonists of human GLP-1 receptor; P43220; HEK293 GLP-1R CRE-luciferase, luminescence, 4-6 h; cells express a hypersensitive GLP-1R form; Potency, µM (series often up to 45.6 µM), without a hit: at the highest dose activation, hits mostly activators; hit rate 0.007% among 380,000; also: potency is read from the fitted curve at half-maximal effect; % of control where 0% means no effect
TDP-43 yeast inh: inhibitors of TDP-43 toxicity in yeast | TDP-43 expressing yeast growth rescue, BacTiter-Glo, 24 h | AID 652104 | hit rate 1.8% among 410,000 | Potency, µM (top dose mostly 46.1 µM), inactives show top-dose growth rescue (activation), most hits filed as activators; also: potency is read from the fitted curve at half-maximal effect; % of control where 0% means no effect; nearly all actives have a fitted effect of over 50% in size
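Growth rescue of TDP-43-toxic yeast measured as ATP luminescence (BacTiter-Glo). Cells grown to mid-log in raffinose, induced in galactose at OD600=0.02, exposed to compound 24 hr at 30 deg C.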
* = called active by the depositor; i = inactive; u = inconclusive; x = no result given; [ ] = remark or other dose. Unless noted, calls follow the shape of the dose curve; as a rule, active = well fitted curve in the direction sought with a large enough effect; inconclusive = small, poorly fitted or top-dose-only effect, or another doubt; inactive = no such curve, though single readings can be large; an effect the other way counts as inactive or inconclusive. Some of the compounds tested, so the mix of outcomes need not match the whole.

SMILES | DRD3 antagonist | GLP-1R inv ag | Abeta rescue | PTHR1 agonist | aSyn rescue | FUS yeast rescue | Akt phos inh | GLP1R ag | TDP-43 yeast inh
Cc1cc(/C=C2\SC(=O)N(C)C2=O)c(C)n1-c1ccc(S(N)(=O)=O)cc1 | 16 | 38%[activator] | 3% | -25% | 8% | -12% | i | 7% | 0%
Cc1coc2cc3oc(=O)c(CCC(=O)O)c(C)c3cc12 | -4 | 7% | -12% | i | 1% | 14% | i | 4% | -35%[inhibitor]
CCOc1ccc(CCNC(=O)c2ccc(Cn3c(=O)c4cccn4c4cccnc43)cc2)cc1 | x | -5% | 5% | 22% | x | -3% | x | x | 25%
O=Cc1ccc2c(c1)OCCOCCOCCOCCO2 | 11 | -3% | 3% | i | -2% | -38% | i | 4% | 10%
c1cc(Nc2ncnc3sccc23)cc(-c2nnc3n2CCCCC3)c1 | 11 | 10% | 8% | -22% | 0% | u | i | 9% | 18%
COc1ccc(C2N(Cc3ccccc3)CC(=O)N2/N=C(\C)c2ccccc2)cc1 (stereo unspecified) | 9 | 0% | 9% | -10% | 3% | 6% | i | 10% | -1%
O=c1/c(=C/c2ccccc2)sc2nnc(-c3cccs3)n12 | -11 | 5% | -12% | 8% | -5% | 34% | i | 3% | -7%
Cc1cccc(NC(=O)Cn2c(=O)n(CCc3ccccc3)c(=O)c3ccccc32)c1 | x | 8% | 5% | i | x | -26% | x | -2% | 21%
CN(Cc1nccn1C)C(=O)C1CCC(=O)N(CCc2ccc(Cl)cc2)C1 (stereo unspecified) | 20 | -2% | 6% | i | -2% | 3% | i | 2% | 23%
Cc1ccc(-c2cc(C(=O)N3CCCCCC3)no2)cc1 | -30 | u | -20% | -32%[inhibitor] | -5% | -7% | i | 3% | -3%
Cc1ccc(S(=O)(=O)c2nnn(CC(=O)Nc3ccccc3C)c2N)cc1C | x | 5% | -9% | -27% | x | 1% | x | x | 13%
Cc1ccc(S(=O)(=O)N(c2ccccc2)C2CCS(=O)(=O)C2)cc1 (stereo unspecified) | -2 | -9% | -9% | 6%[57.5 µM] | -8% | -15% | i | 1% | 0%
CCOC(=O)N1CCC(N2Cc3cccc(C(=O)NCc4ccccc4OC)c3C2=O)CC1 | 24 | 70%[activator] | 0% | 4%[57.5 µM] | -4% | 38% | i | 22% | 14%
O=C(Cn1c(=O)n(Cc2ccco2)c(=O)c2ccccc21)NCC1CCCO1 (stereo unspecified) | u | 30% | 6% | i | -7% | -5% | i | 0% | 9%
CCN(CC)CC(=O)c1c[nH]c2ccccc12 | 21 | 14% | 18% | 18%[57.5 µM] | -12% | 4% | i | -2% | 14%
O=C(OC1Cn2c(=O)ccc(=O)n2C1)c1ccc([N+](=O)[O-])cc1 | -18 | 2% | 1% | -39%[inhibitor] | -1% | 32% | i | 5% | -2%
O=C(COc1ccc(-c2ccccc2)cc1)NN=C1CCCC1 | 2 | -6% | -7% | -18% | -12% | 16% | i | 8% | 7%
O=C(CCC1CCN(Cc2ccccc2O)CC1)NC1CC1 | -23 | -2% | -15% | -1% | -5% | -5% | i | -4% | -1%
CC(C)/C=C/CN1CCN(CCCc2ccccc2)C(CCO)C1 (stereo unspecified) | -63* | u | 0% | 7% | 0% | 14% | i | 3% | -4%
Brc1ccc(-c2nn3c(Cc4ccccc4)nnc3s2)o1 | -4 | 7% | -26% | -6% | 4% | 9% | i | -4% | u
O=C(N/N=C/c1ccc(N2CCOCC2)s1)c1ccc(O)cc1 | 9 | u | -18% | -13% | -4% | -19% | i | -4% | 13%
COc1ccccc1CNC(=O)Cc1csc2nc(-c3ccccc3)cn12 | x | 6% | u | i | x | 22% | x | x | 30%
Cc1ccc(S(=O)(=O)N(CC(=O)NCCSC2CCCCC2)c2ccccc2F)cc1 | -11 | 5% | 7% | -70%[inhibitor][57.5 µM] | 8% | 12% | i | -10% | -15%
O=C(Nc1nc2c(s1)C(=O)CCC2)c1ccccc1 | u | u | -23% | -56%[inhibitor][57.5 µM] | -16% | -25% | i | -18% | -36%[inhibitor]

A draw from above in order of SMILES length, high to low:
SMILES | DRD3 antagonist | GLP-1R inv ag | Abeta rescue | PTHR1 agonist | aSyn rescue | FUS yeast rescue | Akt phos inh | GLP1R ag | TDP-43 yeast inh
CCOC(=O)N1CCC(N2Cc3cccc(C(=O)NCc4ccccc4OC)c3C2=O)CC1 | 24 | 70%[activator] | 0% | 4%[57.5 µM] | -4% | 38% | i | 22% | 14%
O=C(OC1Cn2c(=O)ccc(=O)n2C1)c1ccc([N+](=O)[O-])cc1 | -18 | 2% | 1% | -39%[inhibitor] | -1% | 32% | i | 5% | -2%
COc1ccccc1CNC(=O)Cc1csc2nc(-c3ccccc3)cn12 | x | 6% | u | i | x | 22% | x | x | 30%
CC(C)/C=C/CN1CCN(CCCc2ccccc2)C(CCO)C1 (stereo unspecified) | -63* | u | 0% | 7% | 0% | 14% | i | 3% | -4%
O=C(Nc1nc2c(s1)C(=O)CCC2)c1ccccc1 | u | u | -23% | -56%[inhibitor][57.5 µM] | -16% | -25% | i | -18% | -36%[inhibitor]
CCN(CC)CC(=O)c1c[nH]c2ccccc12 | 21 | 14% | 18% | 18%[57.5 µM] | -12% | 4% | i | -2% | 14%

Next section
SMILES | DRD3 antagonist | GLP-1R inv ag | Abeta rescue | PTHR1 agonist | aSyn rescue | FUS yeast rescue | Akt phos inh | GLP1R ag | TDP-43 yeast inh
CN(Cc1ccccc1)C1=CC(=[N+]2CCCCC2)CC(C)(C)C1 | -12 | -44% | 4% | -88% | 4% | -8% | i | -1% | -25%
O=C(O)c1cnn2c(C(F)(F)F)cc(-c3ccccc3)nc12 | -5 | 0% | -10% | u | -2% | 16% | i | -1% | 4%
COc1cccc(CNC(=O)CCS(=O)(=O)c2ccc3c(c2)NC(=O)CS3)c1 | 4 | -28% | 29% | -24% | 2% | 20% | i | -4% | 10%
Cc1ccccc1NC(=O)COC(=O)CC1CCCC1 | 5 | -5% | 6% | -18% | 1% | -5% | i | 8% | -20%
Cc1cccc(N(CC(=O)N=Nc2c(O)[nH]c3ccccc23)S(C)(=O)=O)c1C | -12 | 9% | -11% | -25% | 13% | 9% | i | 2% | -8%
CC(C)c1ccc(NC2CCCN(C(=O)CCn3cnnn3)C2)cc1 (stereo unspecified) | -10 | -16% | -8% | -20% | -2% | 5% | i | 1% | 9%
COc1ccccc1CNC(=O)COC(=O)c1cc(=O)[nH]c2ccccc12 | -6 | 14% | 0% | -28% | 0% | 12% | i | 4% | -5%
O=C1NCCN/C1=C\C(=O)c1ccccc1 | 9 | -1% | -6% | i | -4% | -11% | i | -6% | -18%
CCN(CC)c1ccc(NS(=O)(=O)c2ccc3c(c2)CCCN3C(C)=O)c(C)c1 | x | u | 3% | -5% | x | 10% | x | x | u
Cc1ccc(S(=O)(=O)N2CCOCC2)cc1C(=O)OC(C)C(=O)NC1CCCC1 (stereo unspecified) | 10 | -7% | 7% | -44%[inhibitor] | -2% | -12% | i | 11% | 13%
COc1ccccc1OCCn1c(=S)[nH]c2ccccc21 | 24 | u | 11% | i | -8% | 0% | i | 6% | -14%
Cc1noc(C)c1S(=O)(=O)N(CC(=O)N1CCn2c1nc1ccccc12)c1ccc(C(C)C)cc1 | 2 | u | 18% | i | 8% | -3% | i | 9% | 20%
COc1ccc(Br)cc1CN(C)C(=O)CNC(=O)c1ccc2ccccc2c1 | 2 | u | 14% | -51%[inhibitor] | -6% | -7% | i | 10% | 22µM*
O=C(CN(c1ccc(F)cc1)S(=O)(=O)c1ccc2c(c1)OCCO2)Nc1ccc2c(c1)OCO2 | 10 | u | 11% | -8% | -7% | 10% | i | -4% | 4%
Cn1c(=O)c2cc(NC(=O)CCc3cccnc3)ccc2n1Cc1cccc(C(F)(F)F)c1 | -24 | -20% | -11% | -76%[inhibitor] | -5% | 1% | i | -8% | 15%
CC(=O)Nc1cccc(NC(=O)c2cc3ccccc3o2)c1 | 30 | 31% | 8% | -2% | -8% | 26% | i | -2% | 0%
CCN1CCN(C(=O)CCNC(=O)Cn2ccc3ccccc3c2=O)CC1 | 10 | 6% | 0% | i | 9% | 20% | i | -10% | 5%
CC(=O)c1c(C)oc2ccc(NS(=O)(=O)c3ccc(C(=O)O)cc3)cc12 | 6 | 16% | 26% | i | 5% | -9% | i | 2% | -7%
COC(=O)[C@]12CCCCC=C1N(CCC1=CCCCC1)C(=O)[C@H](CC(=O)NCCC(C)C)C2 | 20 | u | 2% | -93%[inhibitor] | 22% | u | i | -3% | u
CC(=O)c1ccc2noc(-c3cccc(C)c3)c2c1 | 0 | 22% | 1% | i | 2% | 13% | i | 17% | -8%[0.397 µM]
Cc1nc(CNS(=O)(=O)c2ccccc2F)cs1 | -5 | 12% | 7% | i | -1% | -25% | i | 4% | 23%
Cc1ccnc(NC(=O)CN2C(=O)c3ccccc3S2(=O)=O)c1 | -6 | 22% | -2% | -25% | 1% | -2% | i | 6% | -16%
CN(CCC#N)C(=O)COC(=O)c1ccccc1C(=O)c1ccc(Cl)c([N+](=O)[O-])c1 | -14 | u | -7% | i | 0% | 17% | i | -3% | 8%
Cc1ccccc1-n1cc[nH]c1=S | -8 | 2% | -14% | i | -2% | -8% | i | -1% | 0%
O=C(NCc1ccccc1Cl)C1CCN(S(=O)(=O)N2CCCC2)CC1 | -3 | 3% | -15% | i | -8% | -6% | i | -4% | 10%
O=C(CN1CCN(c2ccccc2F)CC1)NCc1ccccc1 | -27 | -11% | -8% | i | 2% | -8% | i | 6% | -3%
